5HT1E antag – 5-HT1E receptor antagonists, primary screen, cell-based, HTS | hit rate 0.99% among 65,000 | inhibition, % at 6 µM | CHO 5-HT1E Ga15 NFAT-bla reporter, FRET, antagonist | AID 571, 2007;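 active means inhibition above a set limit, the mean inhibition across every tested compound plus 3 SD, cut at about 29% in these data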;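 further: signal is the 460 over 535 nm emission ratio of beta-lactamase substrate; 0% = agonist plus DMSO wells and 100% = wells without agonist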
S1P3 ag – human S1P3 receptor agonists, primary screen, cell-based, primary and confirmation, NFAT-BLA reporter; Sphingosine 1-phosphate receptor 3 (Homo sapiens), Q99500; S1P3 NFAT-BLA reporter cells, agonism, FRET ratio; relative to 1 µM S1P, basal subtracted; activation, % at 4.5 µM; hit rate 0.1% among 60,000; AID 373, 2006;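 active means activation above the screen-wide mean plus 3 SD, cut at about 4.5% in these data, passing the limit was not always enough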; further: some compounds called inactive have numbers as strong as hits
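material = human S1P3 NFAT-BLA reporter CHO cells | schedule = 4 h compound at 37 °C, 2 h substrate at RT | measured by = fluorescent BLA substrate, ex 405 nm, em 460/535 nm ratio | controls = 1 µM S1P reference | replication = primary once, confirmation triplicate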
5-HT1A blocker – human 5-HT1a receptor antagonists, primary screen, cell-based, CHO, Ga15 NFAT-bla reporter; inhibition, % at 10 µM; hit rate 0.68% among 62,000; CHO 5-HT1a Ga15 NFAT-bla reporter, antagonist mode; 5-hydroxytryptamine receptor 1A (Homo sapiens), P08908;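 active means inhibition above the mean of all tested compounds plus 3 SD, cut at about 43% in these data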;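 further: receptor stimulated by 5-CT agonist at 100 nM near EC80; beta-lactamase reporter measured by ratiometric fluorescence of a cleavable substrate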
Target sequence (P08908 whole entry, looked up): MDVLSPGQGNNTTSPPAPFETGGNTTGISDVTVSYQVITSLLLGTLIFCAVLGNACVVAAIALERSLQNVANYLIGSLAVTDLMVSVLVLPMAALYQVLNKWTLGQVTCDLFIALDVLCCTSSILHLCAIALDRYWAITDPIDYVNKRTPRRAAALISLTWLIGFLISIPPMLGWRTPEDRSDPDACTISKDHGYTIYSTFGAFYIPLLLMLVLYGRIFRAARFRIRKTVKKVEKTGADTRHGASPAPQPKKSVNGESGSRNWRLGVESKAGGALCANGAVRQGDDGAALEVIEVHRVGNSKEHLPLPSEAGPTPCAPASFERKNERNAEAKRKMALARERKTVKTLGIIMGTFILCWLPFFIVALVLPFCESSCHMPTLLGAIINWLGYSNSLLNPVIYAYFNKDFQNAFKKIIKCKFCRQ
RORA act – activators of orphan receptor RORA, primary screen, cell-based, luminescence; activation, % at 10 µM; CHO-K1 Gal4-RORA LBD luciferase reporter; percent increase over mock-subtracted basal signal; hit rate 1.5% among 65,000; AID 560, 2006; Nuclear receptor ROR-alpha (Homo sapiens), P35398;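 active means activation above the mean of all tested compounds plus 3 SD, cut at about 49% in these data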;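 further: 0% = DMSO-treated RORA cells and 100% = added signal equal to DMSO minus mock-transfected cells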
S1P1 ag pot – S1P1 agonists and agonism potentiators, primary screen, cell-based, primary and confirmation screens, CRE-bla reporter | S1P1 CRE-bla cells, forskolin, beta-lactamase FRET, potentiator mode; S1P1 agonist co-added at EC20, 2 nM; 100% = saturating reference agonist, 0% = basal | activation, % at 9.5 µM | hit rate 0.57% among 56,000;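 active means activation above a cutoff set at the mean activation of all tested compounds plus 3 SD, cut at about 54% in these data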;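 further: forskolin at 4 µM as EC80 and the EC20 agonist is SEW2871; 100% = SEW2871 at its EC100 plus forskolin at EC80; some compounds past the cut are filed as inactive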
Target sequence (P21453 whole entry, looked up): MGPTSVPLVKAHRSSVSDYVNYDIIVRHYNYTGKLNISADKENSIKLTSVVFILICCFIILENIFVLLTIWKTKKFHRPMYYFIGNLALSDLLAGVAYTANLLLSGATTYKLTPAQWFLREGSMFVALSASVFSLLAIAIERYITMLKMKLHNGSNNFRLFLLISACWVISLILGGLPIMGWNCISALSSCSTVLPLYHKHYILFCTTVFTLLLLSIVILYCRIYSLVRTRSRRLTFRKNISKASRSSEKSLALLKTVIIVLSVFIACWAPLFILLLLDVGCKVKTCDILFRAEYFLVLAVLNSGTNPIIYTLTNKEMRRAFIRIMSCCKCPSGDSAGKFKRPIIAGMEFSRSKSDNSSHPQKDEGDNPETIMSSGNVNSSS
SF1 activator – activators of human SF-1, primary screen, cell-based, CHO-K1, Gal4-SF-1 LBD, luciferase luminescence. CHO-K1 Gal4-SF-1 LBD luciferase reporter; % increase over DMSO SF-1-specific signal. activation, % at 10 µM. hit rate 1.9% among 65,000;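 active means activation above the mean activation of all tested compounds plus 3 SD, cut at about 50% in these data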
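Test system: CHO-K1 cells with Gal4–hSF-1 LBD chimera plus Gal4-driven luciferase; Input: 4,000 cells/well; Compound: 10 µM only; Times: 20 h compound treatment, 37 °C; Measured by: steady-glow luciferase luminescence, read after 15 min reagent incubation; Measure: percent activation versus DMSO; Control set: DMSO and mock-transfected background; Replicates: one test per compound.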
AP ELISA ortho – alternative complement pathway inhibitors, primary screen, biochemical, ELISA, human serum, orthogonally pooled compounds | LPS-coated ELISA, C3 deposition; tested in compound mixtures | inhibition, % at 5 µM | hit rate 0.08% among 62,000 | AID 1235, 2008;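 active means inhibition above 30% in each of the two pooled mixtures holding the compound, so the lower value exceeds 30%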;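 further: 0% = serum in Mg-EGTA without compound and 100% = EDTA serum blank; some compounds past the cut are filed as inactive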
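Assay system: human serum alternative complement pathway, C3 deposition on LPS-coated wells; Dosing: 5 µM per compound in ten-compound mixtures; Detection: Anti-C3 ELISA, OD 450 nm; Buffer or medium: Mg2+-EGTA GVB++ buffer containing human serum at 1:15 dilution; Timing: 1 h at 37 °C; Replication: two different pools per compound.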
5HT1E ag – 5-HT1E receptor agonists, primary screen, cell-based, HTS; CHO 5-HT1E Ga15 NFAT-bla reporter, FRET; 0% DMSO wells, 100% control agonist wells; 5-hydroxytryptamine receptor 1E (Homo sapiens), P28566; AID 574, 2007; activation, % at 6 µM; hit rate 0.69% among 65,000;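 active means activation above a set limit, the screen-wide mean activation plus 3 SD, cut at about 8.5% in these data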;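 further: 100% = positive control agonist at 1 µM giving full maximal response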
Ecoli tolC – growth inhibitors of E. coli tolC mutant, primary screen, strain BW25113 ΔtolC::kan, 384-well | OD615 | growth inhibition, % at 10 µM (by protocol) | hit rate 2.2% among 65,000 | AID 573, 2007;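 active means growth inhibition at or above a cutoff equal to the mean over every tested compound plus 3 SD, cut at about 60% in these data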;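 further: growth measured after 20 h incubation at 37 °C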
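Test system – E. coli BW25113 ΔtolC::kan, tolC deletion mutant strain · Detection – OD at 615 nm · Buffer or medium – LB with kanamycin 50 µg/mL · Times – 20 h compound exposure of bacteria at 37 °C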
* marks the source's active call; other numbers are inactive results.

`O=C(C1=C(O)C(=O)N(Cc2ccccc2)C1c1ccncc1)c1ccco1` (centres undefined) gave 5HT1E antag -10, 5-HT1A blocker -14, RORA act -5, SF1 activator -8, AP ELISA ortho 10, 5HT1E ag 0.3 and Ecoli tolC 0.
COc1cccc2cc(C(=O)C3=C(O)C(=O)N(CCN4CCOCC4)C3c3cccs3)oc12 (centres undefined) was read as 5HT1E antag 5, S1P3 ag -0.4, 5-HT1A blocker -3, RORA act 4, S1P1 ag pot 0, SF1 activator -13, AP ELISA ortho 20, 5HT1E ag -0.7 and Ecoli tolC 12.
COCC(=O)NCc1nc2ccccc2n1Cc1ccccc1F was read as 5HT1E antag 3, 5-HT1A blocker -15, RORA act 5, SF1 activator -4, AP ELISA ortho 18, 5HT1E ag -0.6 and Ecoli tolC 6.
Screening O=C(CN(C1CCCCC1)S(=O)(=O)c1ccccc1)NCc1cccnc1 returned 5HT1E antag -3, S1P3 ag -0.4, 5-HT1A blocker 0, RORA act -2, S1P1 ag pot 3, SF1 activator -5, AP ELISA ortho 1, 5HT1E ag -0.1 and Ecoli tolC -6.
Screening CCC(=Nc1ccc(N)cc1)C1=C(O)C(C(=O)OC)C(C)(C)CC1=O (centres undefined) returned 5HT1E antag -1, S1P3 ag 0.2, 5-HT1A blocker -6, RORA act 5, S1P1 ag pot -10, SF1 activator 18, AP ELISA ortho 13, 5HT1E ag 0.1 and Ecoli tolC -17.
`O=C1c2ccccc2NC2CCCCC12` (centres undefined) gave 5HT1E antag 0, S1P3 ag -1.4, 5-HT1A blocker 6, RORA act -5, S1P1 ag pot -15, SF1 activator -4, AP ELISA ortho 28, 5HT1E ag -0.5 and Ecoli tolC 13.
CO/C([O-])=N/c1c[n+](-c2ccc(C)cc2)no1 was read as 5HT1E antag 4, S1P3 ag -0.9, 5-HT1A blocker -15, RORA act -3, S1P1 ag pot 2, SF1 activator 16, AP ELISA ortho 11, 5HT1E ag -0.3 and Ecoli tolC -9.
COc1ccc(OCCN2CCN(C3CC(=O)N(CCC(C)C)C3=O)CC2)cc1 (centres undefined) was read as 5HT1E antag -1, 5-HT1A blocker -2, RORA act -3, SF1 activator -7, AP ELISA ortho 7, 5HT1E ag -0.6 and Ecoli tolC 4.
Cc1c(NS(=O)(=O)CC23CCC(CC2=O)C3(C)C)c(=O)n(-c2ccccc2)n1C (centres undefined) was read as 5HT1E antag 0, S1P3 ag -1.1, 5-HT1A blocker -2, RORA act -6, S1P1 ag pot -24, SF1 activator 10, AP ELISA ortho 9, 5HT1E ag -0.4 and Ecoli tolC -5.
`CCc1c(C)nc(N2CCOCC2)[nH]c1=O` gave 5HT1E antag -9, S1P3 ag -0.6, 5-HT1A blocker 2, RORA act -6, S1P1 ag pot -1, SF1 activator -4, AP ELISA ortho 16, 5HT1E ag 0.2 and Ecoli tolC -26.
Screening Cc1nc(SCCCSc2n[nH]c(C)n2)n[nH]1 returned 5HT1E antag 1, S1P3 ag -0.3, 5-HT1A blocker -2, RORA act -1, SF1 activator -13, 5HT1E ag 0.4 and Ecoli tolC -22.
Screening Fc1cc2ncn(Cc3ccccc3)c2cc1F returned 5HT1E antag 15, S1P3 ag -0.3, 5-HT1A blocker 1, RORA act -16, S1P1 ag pot 2, SF1 activator 22, AP ELISA ortho 12, 5HT1E ag -0.6 and Ecoli tolC 7.
Screening Cc1nc(N)c(C#N)c(-c2ccccc2)c1C returned 5HT1E antag 2, S1P3 ag 0.7, 5-HT1A blocker -11, RORA act -12, S1P1 ag pot 7, SF1 activator -10, AP ELISA ortho 6, 5HT1E ag 1.0 and Ecoli tolC -2.
Screening Cn1c(NC(=O)Cc2cccs2)cc(=O)n(C)c1=O returned 5HT1E antag -4, S1P3 ag -0.6, 5-HT1A blocker -7, RORA act -4, S1P1 ag pot -33, SF1 activator 0, AP ELISA ortho 10, 5HT1E ag 0.1 and Ecoli tolC -13.
For COc1cc(C2C(C#N)=C(N)Oc3n[nH]c(-c4ccccn4)c32)cc(OC)c1OC (centres undefined) the results were 5HT1E antag -7, S1P3 ag 0.6, 5-HT1A blocker -4, RORA act 7, S1P1 ag pot -16, SF1 activator 7, AP ELISA ortho 0, 5HT1E ag -0.4 and Ecoli tolC -6.
For Cc1ccc(-n2nc(C)c3c2OC(N)=C(C#N)C3c2ccncc2)cc1 (centres undefined) the results were 5HT1E antag -1, S1P3 ag -1.7, 5-HT1A blocker 4, RORA act 9, S1P1 ag pot -9, SF1 activator -9, AP ELISA ortho 17, 5HT1E ag -0.3 and Ecoli tolC 4.
For COc1ccc(-c2nnc(SCCC(=O)O)n2-c2ccccc2)cc1 the results were 5HT1E antag -9, S1P3 ag -0.3, 5-HT1A blocker -7, RORA act 21, SF1 activator 0, AP ELISA ortho 13, 5HT1E ag -0.4 and Ecoli tolC 58.
For Cc1cnc(C)c(N2CCC(C(=O)NC(C)c3cccs3)CC2)n1 (centres undefined) the results were 5HT1E antag 2, S1P3 ag -0.6, 5-HT1A blocker 3, RORA act 5, S1P1 ag pot 16, SF1 activator 7, 5HT1E ag 0.2 and Ecoli tolC -4.
For CCOC(=O)N1CCN(C(=O)CCn2nc(-c3ccccc3)ccc2=O)CC1 the results were 5HT1E antag 20, S1P3 ag -0.9, 5-HT1A blocker -3, RORA act 13, S1P1 ag pot 4, SF1 activator 8, AP ELISA ortho 6, 5HT1E ag -0.3 and Ecoli tolC -20.
Screening O=C(Nc1cccc(C(F)(F)F)c1)c1cccnc1N1CCCC1 returned 5HT1E antag 5, S1P3 ag -0.4, 5-HT1A blocker 6, RORA act -10, SF1 activator 3, AP ELISA ortho 4, 5HT1E ag 0.3 and Ecoli tolC 3.
O=C1C(C2=C(O)c3ccccc3C2=O)=Nc2ccccc21 was read as 5HT1E antag 3, S1P3 ag 0.2, 5-HT1A blocker 11, RORA act 0, S1P1 ag pot 1, SF1 activator 1, AP ELISA ortho 2, 5HT1E ag -0.4 and Ecoli tolC 8.
For CCC1CCCCN1CCn1c(=S)[nH]c2cc(OC)c(OC)cc2c1=O (centres undefined) the results were 5HT1E antag -3, 5-HT1A blocker 10, RORA act 16, SF1 activator 5, AP ELISA ortho 15, 5HT1E ag 0.6 and Ecoli tolC -12.
Screening CCOc1ccccc1NC(=O)c1ccc2nccnc2c1 returned 5HT1E antag -4, S1P3 ag -0.5, 5-HT1A blocker -11, RORA act -4, S1P1 ag pot -11, SF1 activator -16, AP ELISA ortho 0, 5HT1E ag 0.4 and Ecoli tolC -1.
`CSc1ccccc1NC(=O)c1noc2c1CCC2` gave 5HT1E antag -10, S1P3 ag -0.5, 5-HT1A blocker 3, RORA act 4, S1P1 ag pot 6, SF1 activator 8, AP ELISA ortho 12, 5HT1E ag -0.5 and Ecoli tolC 0.
`CC(=O)Cc1nsc(NC(=O)C2Cc3ccccc3C(=O)O2)n1` (centres undefined) gave 5HT1E antag 4, S1P3 ag 1.1, 5-HT1A blocker 13, RORA act -18, S1P1 ag pot -23, SF1 activator 10, AP ELISA ortho 14, 5HT1E ag 0.0 and Ecoli tolC 0.
For C=CCN(C(=O)Cn1c(C(=O)OC)cc2oc(C)cc21)c1ccccc1 the results were 5HT1E antag -1, S1P3 ag -1.2, 5-HT1A blocker 11, RORA act -18, S1P1 ag pot -13, SF1 activator -16, AP ELISA ortho 12, 5HT1E ag -1.0 and Ecoli tolC 7.
c1ccc2c(c1)ncc1cccn12 was read as 5HT1E antag -4, S1P3 ag 1.2, 5-HT1A blocker -6, RORA act -6, S1P1 ag pot -26, SF1 activator -5, AP ELISA ortho 9, 5HT1E ag -0.8 and Ecoli tolC 8.
COC(=O)Nc1ccc2c(c1)N(C(=O)CCN1CCN3CCCC3C1)c1ccccc1S2 (centres undefined) was read as 5HT1E antag -2, S1P3 ag -0.2, 5-HT1A blocker -5, RORA act -10, S1P1 ag pot 3, SF1 activator -4, AP ELISA ortho 25, 5HT1E ag 1.4 and Ecoli tolC -1.
`CN(CC(=O)O)S(=O)(=O)c1cc(Cl)ccc1Cl` gave 5HT1E antag -2, S1P3 ag 0.4, 5-HT1A blocker 1, RORA act -9, S1P1 ag pot -5, SF1 activator 9, AP ELISA ortho -2, 5HT1E ag -1.2 and Ecoli tolC -14.
For CCN1CCN(CC(=O)Nc2ccc(Cl)c(Cl)c2)C(=O)C1=O the results were 5HT1E antag -5, S1P3 ag -1.0, 5-HT1A blocker -2, RORA act -5, S1P1 ag pot -8, SF1 activator -10, AP ELISA ortho 17, 5HT1E ag 0.2 and Ecoli tolC -8.
`COC(=O)c1ccc(OCC(O)CN2CCC(C)CC2)cc1` (centres undefined) gave 5HT1E antag 12, S1P3 ag -1.1, 5-HT1A blocker 0, RORA act 2, S1P1 ag pot -29, SF1 activator -1, AP ELISA ortho 9, 5HT1E ag -0.9 and Ecoli tolC -2.

A draw from above in order of length of the SMILES, rising.
`CN(CC(=O)O)S(=O)(=O)c1cc(Cl)ccc1Cl` gave 5HT1E antag -2, S1P3 ag 0.4, 5-HT1A blocker 1, RORA act -9, S1P1 ag pot -5, SF1 activator 9, AP ELISA ortho -2, 5HT1E ag -1.2 and Ecoli tolC -14.
`CC(=O)Cc1nsc(NC(=O)C2Cc3ccccc3C(=O)O2)n1` (centres undefined) gave 5HT1E antag 4, S1P3 ag 1.1, 5-HT1A blocker 13, RORA act -18, S1P1 ag pot -23, SF1 activator 10, AP ELISA ortho 14, 5HT1E ag 0.0 and Ecoli tolC 0.
For CCN1CCN(CC(=O)Nc2ccc(Cl)c(Cl)c2)C(=O)C1=O the results were 5HT1E antag -5, S1P3 ag -1.0, 5-HT1A blocker -2, RORA act -5, S1P1 ag pot -8, SF1 activator -10, AP ELISA ortho 17, 5HT1E ag 0.2 and Ecoli tolC -8.
